L3MBTL1 block = blocks human L3MBTL1; AlphaScreen L3MBTL1–H3K9me1 peptide binding; Potency, µM (titrated, usually from 57.1 µM), for the others: top-dose activity, negative = inhibition, usual class: inhibitors; actives 0.66% (n = 230,000); AID 485360; active = well fitted inhibition curve with a large enough effect; inconclusive = small, poorly fitted or top-dose-only effect; inactive = no such curve, though single readings can be large or run the other way; also: nearly all actives have a fitted effect of over 60% in size
Target sequence (Q9Y468 whole entry, looked up): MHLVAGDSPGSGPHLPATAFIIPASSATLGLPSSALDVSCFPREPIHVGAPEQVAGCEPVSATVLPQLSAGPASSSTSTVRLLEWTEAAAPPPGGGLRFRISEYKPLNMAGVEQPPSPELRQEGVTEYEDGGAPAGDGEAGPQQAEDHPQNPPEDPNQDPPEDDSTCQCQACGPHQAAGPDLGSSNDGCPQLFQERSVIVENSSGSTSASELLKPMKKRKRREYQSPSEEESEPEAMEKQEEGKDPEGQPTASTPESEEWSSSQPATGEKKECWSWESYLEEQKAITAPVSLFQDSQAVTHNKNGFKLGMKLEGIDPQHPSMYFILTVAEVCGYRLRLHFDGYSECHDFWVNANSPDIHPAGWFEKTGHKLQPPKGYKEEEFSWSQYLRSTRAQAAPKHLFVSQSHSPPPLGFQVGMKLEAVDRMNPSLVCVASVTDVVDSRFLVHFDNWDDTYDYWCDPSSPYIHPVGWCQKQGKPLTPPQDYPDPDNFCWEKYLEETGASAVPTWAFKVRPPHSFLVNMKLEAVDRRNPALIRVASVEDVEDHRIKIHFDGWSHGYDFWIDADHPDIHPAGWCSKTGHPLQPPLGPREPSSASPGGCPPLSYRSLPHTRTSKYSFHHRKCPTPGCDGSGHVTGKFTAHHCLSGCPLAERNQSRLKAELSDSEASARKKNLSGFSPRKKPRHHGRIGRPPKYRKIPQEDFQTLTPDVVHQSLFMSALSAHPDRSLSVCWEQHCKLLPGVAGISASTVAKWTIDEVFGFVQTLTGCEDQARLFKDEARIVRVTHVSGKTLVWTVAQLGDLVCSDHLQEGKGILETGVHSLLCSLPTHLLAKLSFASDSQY
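AlphaScreen proximity signal between nickel-chelate acceptor and streptavidin donor beads (final 10 ug/mL) reports binding of 50 nM L3MBTL1 to 75 nM biotin-H3 K9me1 peptide; complex incubated with compounds 30 min at room temperature; cefsulodin titration as control.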
An asterisk follows results filed as active; ? = inconclusive; [ ] = remark or other dose. % is scaled to controls: 0 for no effect and ±100 for the full control effect; potency is read from the fitted curve at half-maximal effect. This is a subset; count on the stated rates, not on these rows.

SMILES	L3MBTL1 block
O=C(CNS(=O)(=O)c1ccc(Br)cc1Cl)OCC(=O)c1ccc[nH]1	-3%
CN(Cc1ccc(Cl)cc1)C(=O)c1ccc(S(=O)(=O)NCc2ccco2)cc1	-4%
Cc1cccc(NC(=O)c2cccc(S(=O)(=O)Nc3ccccc3C(=O)O)c2)c1	8%[2.29 µM]
Cc1ccc(C)c(SCC(=O)NC(=O)NC2CCCC2)c1	8%
Cc1cc2occ(CC(=O)N(C)CC(=O)Nc3c(C)cccc3C)c2cc1C	-1%
CC1(CCc2ccccc2)NC(=O)N(CC(=O)Nc2c(F)cccc2F)C1=O (stereo not drawn)	4%
Cc1cc(Cl)c(OCCOCCN2CCN(C)CC2)c(Br)c1	-3%
CC[C@]12c3[nH]c4ccccc4c3CCN1C(=O)C(CC(=O)NCCN1CCOCC1)C[C@@H]2C(=O)N1CCN(C(=O)c2ccco2)CC1 (stereo partly drawn)	9%
Cc1ccc(Cn2c(N3CCN(CCO)CC3)nc3c2c(=O)n(C)c(=O)n3C)cc1	-1%
Cn1c(SCC(=O)Nc2cccnc2Cl)nc2ccccc21	-3%
Cc1cccc(NC(=O)Cn2ccn(-c3ccc4c(c3)OCCO4)c(=O)c2=O)c1	13%
COC(=O)C1=C(C)N(Cc2ccccc2)C(=S)N[C@H]1c1ccc(Br)cc1	-7%
C#CCOCCOCCOCCNc1nc(N2CCN(C(=O)CCCCCCCCCCNC(=O)[C@H](CO)n3cc(CCCSC)nn3)CC2)nc(N2CCN(C(=O)CCCCCCCCCCNC(=O)[C@@H]([C@H](C)O)n3cc(C)nn3)CC2)n1	-2%
CCN(CC)C(=O)N1c2ccccc2Sc2ccccc21	0%[2.29 µM]
CCN(CC)CCCN(Cc1cc2cc3c(cc2[nH]c1=O)OCO3)C(=S)NCCCOC	-5%
Cn1c(SCC(=O)NC2CC2)nnc1-c1ccc(Cl)cc1	-2%
COc1cc(/C=C/C(=O)OCC(=O)NC(=O)NC2CCCC2)ccc1OCC#N	9%
Cc1ccc(C(=O)NNC(=O)C(NC(=O)c2cccc(C)c2)C(C)C)cc1 (stereo not drawn)	0%
Cc1ccc(C)c(NC(=O)C(OC(=O)c2cnc(C)cn2)c2ccccc2)c1 (stereo not drawn)	-3%
CC1(C)C[C@H]2C3=CCC4[C@@]5(C)CC[C@H](O)[C@@](C)(CO)C5CC[C@@]4(C)[C@]3(C)C[C@@H](O)[C@@]2(CO)[C@@H](O)[C@@H]1O (stereo partly drawn)	5%
Cc1ccc(C(=O)NCC(=O)NCc2ccc(Cl)cc2)s1	1%
COc1cc(C(=O)Nc2ccc3ccccc3c2)cc(OC)c1OC	9%
C=C(NS(=O)(=O)c1ccc(C)cc1)C(=O)OC	6%
O=C(Nc1nc2c(F)cccc2s1)C1CC1	9%
COc1cccc(N2CCN(C(=O)CCC(=O)c3ccc(Cl)s3)CC2)c1	-1%
CCOc1ccc(S(=O)(=O)n2ccnc2C)cc1	-1%
Cc1ccc(C(=O)NC(C(=O)Nc2ccccc2)c2ccccc2)cc1 (stereo not drawn)	-4%
CCC(CO)Oc1cc(NCc2ccc(OC)cc2)c2ncn(C(C)C)c2c1 (stereo not drawn)	-7%
CCN(C[C@H]1N[C@@](CC)(C(=O)OC)[C@H]2C(=O)N(Cc3ccccc3)C(=O)[C@@H]12)C(=O)COc1ccccc1	4%
CNC(CC(C)C)C(=O)NC1C(=O)NC(CC(N)=O)C(=O)NC2C(=O)NC3C(=O)NC(C(=O)NC(C(=O)O)c4cc(O)cc(O)c4-c4cc3ccc4O)C(O)c3ccc(c(Cl)c3)Oc3cc2cc(c3OC2OC(CO)C(O)C(O)C2OC2C[C@](C)(N)C(O)C(C)O2)Oc2ccc(cc2Cl)C1O (stereo partly drawn)	6%
Cn1c(=O)[nH]c(=O)c2c1nc(N1CCNCC1)n2Cc1ccccc1	-3%
CC(C(=O)Nc1ccc(C#N)cc1)N1CCN(C(=O)C2CC2)CC1 (stereo not drawn)	-4%
CCN(C(=O)CSc1nc(N)cc(=O)[nH]1)c1c(N)n(Cc2ccccc2)c(=O)[nH]c1=O	6%
CN(Cc1ccccc1)C(=O)c1nc[nH]c1C(=O)N1CCc2ccccc2C1	-3%
NS(=O)(=O)c1ccc(-c2ccc(/C=C3\SC(=O)NC3=O)o2)cc1	6%
Cc1ccc(NC(=O)N2CCCC2C(=O)NCc2ccccc2Cl)cc1 (stereo not drawn)	9%
Cc1c(Cc2ccccc2)c(=O)oc2cc(OCC(=O)NC(Cc3ccc(Cl)cc3)C(=O)O)ccc12 (stereo not drawn)	-3%
CC(=O)N1CCN(c2ccc(NCc3cccc4ccccc34)cc2)CC1	-26%
CCCNC(=S)N1CCC(NC(=O)c2ccc(C)cc2)CC1	-2%
CC(=O)c1ccc(NC(=O)COC(=O)C2CCN(S(=O)(=O)c3cccs3)CC2)cc1	-8%
CCOC(=O)C1=C(COC(=O)/C=C/c2cccc(Br)c2)NC(=O)NC1C (stereo not drawn)	2%
CC(NC(=O)COC(=O)c1ccccc1O)C1CC2CCC1C2 (stereo not drawn)	2%
CC1CC1C(=O)OCC(=O)N(C)CC(=O)Nc1ccc(F)cc1 (stereo not drawn)	-3%
O=C(CN1C(=O)NC2(CCCCC2)C1=O)Nc1cccc2ncccc12	-9%
O=C(NC1CC1)c1cccc(Oc2ccccc2)c1	4%
COc1ccc(NC(=O)CN(C)C(=O)c2cn(-c3ccccc3)nc2-c2cccnc2)cc1	32%[activator]
NC(=O)c1ccc(NC(=O)COC(=O)CC23CC4CC(CC(Br)(C4)C2)C3)cc1	3%
COc1ccccc1-c1oc2ccccc2c1C#CCCCCO	9%
C#CCOCCOCCOCCNc1nc(N2CCN(C(=O)[C@H](CCCCN)n3cc(CN)nn3)CC2)nc(N2CCN(C(=O)[C@H](CCC(=O)O)n3cc([C@@H](N)[C@H](C)CC)nn3)CC2)n1	-4%
COCCN(C(=O)COC(=O)/C=C/c1cccc(OC)c1)c1c(N)n(CC(C)C)c(=O)[nH]c1=O	4%
COc1ccc(-n2nnnc2SC(C)C(=O)NC2CCCC2)cc1 (stereo not drawn)	8%
O=C(OCc1c(-c2ccccc2)ncc2ccccc12)c1ccc(Br)cc1	0%
Cc1ccc(C(=O)NNC(=O)CCCCC(=O)NNC(=O)c2ccc(C)cc2)cc1	2%
COc1cccc(NC(=O)CN(C)C(=O)Cn2[nH]c(=O)c3ccccc3c2=O)c1	-2%
Cc1cccc(NC(=O)c2ccc(OCc3c(C)noc3C)cc2)n1	8%
CCOc1ccc(NC(=O)COc2ccc(C(=O)NC(C)c3ccc(S(N)(=O)=O)cc3)cc2OC)cc1 (stereo not drawn)	2%
CCc1nnc(NC(=O)CC23CC4CC(CC(C4)C2)C3)s1	7%
CCN(C[C@H]1N[C@@](Cc2ccccc2)(C(=O)OC)[C@H]2C(=O)N(Cc3ccccc3)C(=O)[C@@H]12)S(=O)(=O)c1ccc(F)cc1	-7%
COc1ccc(NC(=O)N(C)C[C@H]2Oc3ccc(NC(=O)c4ccncc4)cc3C(=O)N([C@H](C)CO)C[C@@H]2C)cc1	-4%
CNC[C@@H](Cc1ccccc1)NC[C@@H](CC1CCCCC1)NCCCc1ccccc1	1%

Quoted from the results shown, three compounds:
SMILES	L3MBTL1 block
Cn1c(=O)[nH]c(=O)c2c1nc(N1CCNCC1)n2Cc1ccccc1	-3%
CC(C(=O)Nc1ccc(C#N)cc1)N1CCN(C(=O)C2CC2)CC1 (stereo not drawn)	-4%
CCN(C(=O)CSc1nc(N)cc(=O)[nH]1)c1c(N)n(Cc2ccccc2)c(=O)[nH]c1=O	6%

The main list resumes, starting 5 compounds before the break.
SMILES	L3MBTL1 block
CCOc1ccc(NC(=O)COc2ccc(C(=O)NC(C)c3ccc(S(N)(=O)=O)cc3)cc2OC)cc1 (stereo not drawn)	2%
CCc1nnc(NC(=O)CC23CC4CC(CC(C4)C2)C3)s1	7%
CCN(C[C@H]1N[C@@](Cc2ccccc2)(C(=O)OC)[C@H]2C(=O)N(Cc3ccccc3)C(=O)[C@@H]12)S(=O)(=O)c1ccc(F)cc1	-7%
COc1ccc(NC(=O)N(C)C[C@H]2Oc3ccc(NC(=O)c4ccncc4)cc3C(=O)N([C@H](C)CO)C[C@@H]2C)cc1	-4%
CNC[C@@H](Cc1ccccc1)NC[C@@H](CC1CCCCC1)NCCCc1ccccc1	1%
Cc1ccc(C)c(N2CCN(C(=O)CCc3nc(-c4ccc(Br)cc4)no3)CC2)c1	-2%
Cc1cc(C)cc(C(=O)NCC(=O)OCC(=O)NC2CC2)c1	5%
COc1ccc(N2CCN(CCS(=O)(=O)c3cc(Cl)ccc3Cl)CC2)cc1	-12%
CCCOc1ccc(C(=O)CCC(=O)NNC(=O)c2cccs2)cc1	0%
Cc1nnc(Nc2ccc(F)cc2)c2ccccc12	0%
Cc1c(C(=O)N2CCN(CC(=O)Nc3ccccc3Cl)CC2)oc2ccc(Br)cc12	3%
CC(C)[C@@H](COc1ccccc1)N1CCN(Cc2ccccc2)CCC1=O	0%
CCCNC(=O)C(Cc1ccc(OC)cc1)NC(=O)c1ccc(Cl)cc1 (stereo not drawn)	2%
O=[N+]([O-])c1ccccc1N/N=C/c1ccccc1	-11%
CCCN1C2CCCC1CC(NC(=O)NC13CC4CC(CC(C4)C1)C3)C2 (stereo not drawn)	7%[2.29 µM]
CN(C)C(CNC(=O)c1ccccc1OCc1ccc(Cl)cc1)c1ccco1 (stereo not drawn)	-5%
Cc1nc2ccc(NC(=O)[C@H](C)N3C(=O)C4CC=CCC4C3=O)cc2s1 (stereo partly drawn)	2%
COCCn1ccc2c(OCC(=O)NCCc3ccccc3)cccc2c1=O	3%
COCc1c(C(=O)N2CCN(CCOc3ccccc3)CC2)oc2ccccc12	-1%
CS(=O)(=O)c1ccc(Cl)c(NC(=O)COc2ccc3c(c2)CCC3)c1	-1%
COc1ccccc1CNC(=O)COC(=O)C1CCN(S(=O)(=O)c2ccc(C)c(C)c2)CC1	4%
Brc1cccc(CN2CCN(c3ncccn3)CC2)c1	0%
CN(CC(=O)Nc1ccc(Cl)c(C(F)(F)F)c1)C(=O)C1CCC1	4%
COc1cc(C(=O)COC(=O)c2c(C)noc2C)cc(OC)c1OC	-5%
CC(=O)c1ccc(NC(=O)c2ccc([N+](=O)[O-])o2)cc1	5%
O=C(COc1ccc(F)cc1)NCCNC(=O)COc1ccc(F)cc1	-3%
CC(C)C(NC(=O)c1ccc(F)cc1)C(=O)N1CCN(C(=O)c2ccco2)CC1 (stereo not drawn)	1%
Cc1cc(=O)c(C(=O)Nc2cccc(N3CCCC3=O)c2)nn1-c1ccccc1F	4%
CCCC(=O)Nc1cc(S(=O)(=O)N2CCOCC2)ccc1N1CCCCC1	8%
CN1C(=O)C(=O)/C(=C(/O)c2ccccc2)C1c1ccccc1 (stereo not drawn)	0%
CCOc1ccc2nc(SCC(=O)N(CCOC)c3c(N)n(Cc4ccccc4)c(=O)[nH]c3=O)[nH]c2c1	4%
O=C(CCc1nc2ccccc2c(=O)[nH]1)Nc1nnc(SCc2ccc(F)cc2)s1	4%
COc1cc(OC)cc(C(=O)NCCNc2nc3cc(C)cc(C)c3cc2C#N)c1	5%
Nn1c(SCC(=O)Nc2nccs2)nnc1-c1ccccn1	?
CC(C)C[C@H]1CN=C(Nc2ccccc2)N1CCC(C)c1ccccc1 (stereo partly drawn)	6%

Looked up by compound from the entries so far, 2 records:
SMILES	L3MBTL1 block
CN1C(=O)C(=O)/C(=C(/O)c2ccccc2)C1c1ccccc1 (stereo not drawn)	0%
CN(CC(=O)Nc1ccc(Cl)c(C(F)(F)F)c1)C(=O)C1CCC1	4%

(list continues)
SMILES	L3MBTL1 block
CCOC(=O)c1c(C)[nH]c(C(=O)OCC(=O)N(C)CC(=O)Nc2ccccc2Cl)c1C	12%
COc1ccc(Cl)cc1Nc1nc(C)nc2c1nnn2Cc1ccccc1	2%
O=C1C=C(c2ccc(-c3ccccc3)c(F)c2)C[C@@H](c2ccc(Cl)cc2)C1	-8%
CCN1C(=O)C(=O)N(CC(=O)N(C)CC(=O)Nc2ccccc2Cl)C1=O	3%
O=C(O)c1cc(NC(=O)c2ccccc2F)cc(NC(=O)c2ccccc2F)c1	-1%
O=C(NCC1CCCN1S(=O)(=O)c1cccs1)c1cccc(F)c1 (stereo not drawn)	30%
COc1ccc(CCNC(=O)C(=O)NCC2CCCN2S(=O)(=O)c2cccs2)cc1OC (stereo not drawn)	3%
CN(Cc1ccccc1Cl)C(=O)C1CC(=O)N(c2ccc3c(c2)OCCO3)C1 (stereo not drawn)	6%
CCCCC1(C)NC(=O)N(CC(=O)N2CCc3ccccc32)C1=O (stereo not drawn)	-8%
CC1CCC(NC(=O)c2cccc(S(=O)(=O)N3CCN(c4ccc(F)cc4)CC3)c2)CC1 (stereo not drawn)	1%
O=C(CN1C(=O)NC2(CCc3ccccc32)C1=O)c1c[nH]c2ccccc12 (stereo not drawn)	-4%
Cc1cc(Cl)c(OCCn2ccnc2)c(Br)c1	-5%
Cc1cccc(NC(=O)CN2CCN(C(=O)C3CCC3)CC2)c1C	4%
CC1CCCCC1NC(=O)c1cccc(S(=O)(=O)N2CCN(Cc3ccccc3)CC2)c1 (stereo not drawn)	-2%

Screens (PubChem)
